D3 antag = blocks the human D3 dopamine receptor. P35462. D3R cells, DiscoveRx beta-arrestin luminescence, antagonist mode; active compounds read low. max response, negative = inhibition, %. 360,000 compounds, 2.5% hits. AID 652054; in the data active = max response below about -50%; inconclusive = no clear call, values can overlap the other calls; note: % is set by controls: 0 for no effect and ±100 for the full control effect; mostly tested at two doses, the higher about 12 µM
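Cells expressing the human receptor were seeded at 1500 cells/well, incubated overnight at 37 degrees C in 5% CO2, then exposed to library compounds with dopamine controls for 90 minutes at 37 degrees C before luminescent detection.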
GLP1R cytotox = cytotoxic in the GLP-1 receptor inverse agonist counter-screen. HEK293 cAMP-luciferase reporter cells, luminescence, 24 h. Potency, µM (series often up to 38.3 µM), for the others: at the top dose activity change, negative = inhibition, hits mostly inhibitors. 410,000 compounds, 0.13% hits;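 note: loss of luciferase light is scored as toxicity; potency is the fitted concentration of half-maximal effect; % is set by controls: 0 for no effect and ±100 for the full control effect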
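MLSMR compounds, 24 hr on cells at 37 deg C/5% CO2; luminescence after luciferase reagent (12 min RT). Inhibition counted as the undesired cytotoxic outcome.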
GLP-1R agonist = activates the human GLP-1 receptor; HEK293 GLP-1R CRE-luciferase, luminescence, 4-6 h; cells express a hypersensitive GLP-1R form; Potency, µM (top dose mostly 45.6 µM), for the others: top-dose activation, most hits filed as activators; 380,000 compounds, 0.007% hits; AID 624172; note: potency is the fitted concentration of half-maximal effect; % of control where 0% means no effect
WRN inhibitor = inhibitors of human WRN helicase; Q14191; WRN helicase unwinding, fluorescent forked duplex, kinetic; AID 651768; Potency, µM (series often up to 114 µM), for inactives: at the highest dose activity change, negative = inhibition, hits mostly inhibitors; 360,000 compounds, 0.46% hits; note: potency is the fitted concentration of half-maximal effect; % is set by controls: 0 for no effect and ±100 for the full control effect; nearly all actives have a fitted effect of over 55% in size
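WRN at 20 nM final was preincubated with compound for 15 min at room temperature; reaction started with 100 nM forked duplex oligonucleotide carrying fluorophore and quencher plus 2 mM ATP (final). Unwinding followed kinetically by red fluorescence (ex 525/em 598 nm).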
PI5P4Ka inh = inhibitors of human PI5P4K alpha; 330,000 compounds, 1.2% hits; max response, %; PI5P4Kalpha enzyme, ADP-Glo luminescence, 60 min; active compounds read low; P48426; active = max response of -50% or lower; inconclusive = between -30% and -50%; inactive = -30% or higher; note: value at the top dose of about 77 µM; % is set by controls: 0 for no effect and ±100 for the full control effect
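Enzyme plus substrate dispensed, test compounds pinned in, then ATP (5 microM final) added. After 60 min at RT, ADP-Glo reagent 1 for 45 min and reagent 2 for 30 min preceded luminescence imaging.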
GLP1R inv ag = acts as inverse agonist at human GLP-1 receptor. HEK293 GLP-1R CRE-luciferase, luminescence, 24 h; GLP-1R form is constitutively active. Potency, µM (highest dose often 38.3 µM), for the others: at the highest dose activity change, negative = inhibition, actives largely listed as inhibitors. AID 624417. 410,000 compounds, 1.6% hits. P43220; note: potency is the fitted concentration of half-maximal effect; % is set by controls: 0 for no effect and ±100 for the full control effect; nearly all actives have a fitted effect of over 55% in size
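HEK293 cells stably co-expressing constitutively active GLP-1R and a cAMP-responsive luciferase reporter were seeded in DMEM with 10% Nu serum, given compounds after 12 h, and incubated 24 h at 37 deg C. Luminescence was then read.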
PLK1 PBD inh = PLK1 (human) polo-box domain binding inhibition | Plk1 PBD binding of FITC phosphopeptide, fluorescence polarization | Potency, µM, for the others: max response, negative = inhibition, most hits filed as inhibitors | 360,000 compounds, 2.8% hits; note: potency is the fitted concentration of half-maximal effect; series mostly up to about 57 µM; % is set by controls: 0 for no effect and ±100 for the full control effect; nearly all actives have a fitted effect of over 65% in size
IL2 activator = activators of IL-2 | 360,000 compounds, 0.065% hits | AID 652025 | IL-2 activation reporter assay, cell-based qHTS; stimulated with anti-CD3/CD4/CD28 beads; in transgenic mouse T cells | activation, % (series mostly up to about 46 µM); in the data active = activation above about 50%; inconclusive = mostly about 30% to 49%; note: 0% is about no effect
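First, unstimulated transgenic mouse T cells were exposed to compound for 60 min. Next, anti-CD3/anti-CD4-coated beads with anti-CD28 were added. Finally, after 18 h at 37 degrees C, EGFP and DsRed were imaged.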
D3 ag = activates the human D3 dopamine receptor; P35462; D3R DiscoveRx beta-arrestin cells, luminescence, 90 min; max activation, %; 410,000 compounds, 0.58% hits; in the data active = max activation above about 30%; note: 0% is about no effect; mostly tested at two doses, the higher about 12 µM
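Agonist mode: compounds and dopamine controls were applied to plated cells for 90 min at 37 degrees C after an overnight attachment at 1500 cells/well. Luminescent read-out followed 30 - 60 minutes at room temperature with DiscoveRx detection reagent.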
* hit, by the source's call; ? = inconclusive; / = not tested or not shown; [ ] = another dose, or the depositor's remark. Unless noted, calls come from the whole dose curve; as a rule, active = well fitted curve in the direction sought with a large enough effect; inconclusive = small, poorly fitted or top-dose-only effect, or another doubt; inactive = no such curve, though single readings can be large; an effect the other way counts as inactive or inconclusive. Rows were taken by chance. About 7.8% of those tested had a hit in this group.

Below each compound: D3 antag | GLP1R cytotox | GLP-1R agonist | WRN inhibitor | PI5P4Ka inh | GLP1R inv ag | PLK1 PBD inh | IL2 activator | D3 ag
N#Cc1ccc(N2C(=O)[C@@H]3C(C(=O)c4cnccn4)=NN[C@@H]3C2=O)cc1
→ -8.3 | 5.6% | 0.0% | -0.8% | -13.2 | 0.8% | -8.6% | -1.3 | -22.9
Cc1nnc(C)n1/N=C/c1c(O)ccc2ccccc12
→ 15.9 | 5.1% | 6.1% | 3.8% | 9.7 | -18.0% | ? | 0.4 | 3.1
COc1ccc(S(=O)(=O)Nc2ccc3c(c2)n(C)c(=O)n3C)cc1OC
→ -5.6 | 2.7% | 22.5% | -5.7% | -2.2 | 103.1%[activator] | -12.4% | -0.4 | -1.8
CC(C)N(Cc1nc(-c2ccccc2)no1)C(=O)Cc1ccccc1
→ -4.3 | 5.5% | -3.6% | -3.4% | 5.8 | ? | -9.0% | -2.2 | 3.8
Cc1cc(Cl)c(OCCCCN2CCOCC2)c(Br)c1
→ 4.2 | -1.3% | 6.9% | -5.5% | 1.6 | -27.1% | -16.3% | -0.2 | -4.5
Clc1ccc(C(c2nnnn2C2CCCC2)N2CCN(c3nc4ccccc4s3)CC2)cc1 (stereo unspecified)
→ 2.7 | 4.9% | -5.9% | 6.9% | 9.2 | 0.5% | -1.8% | -1.7 | 1.6
CC1(C)CC(=O)c2cnc(N3CCc4ccccc43)nc2C1
→ -14.6 | 15.9% | 8.0% | -2.0% | -0.3 | ? | -2.1% | -2.7 | -4.8
CC1(C(=O)NS(=O)(=O)c2cccc(C#N)c2)CCN1C(=O)c1ccc(C2CCCCC2)cc1 (stereo unspecified)
→ -11.9 | 2.3% | 6.8% | 1.6% | 5.8 | -38.2% | -9.1% | -0.1 | 4.5
CCNC(=S)N1CCn2c(nc3ccccc32)C1
→ -2.1 | -13.9% | 13.5% | 5.7% | 4.4 | -5.9% | -2.6% | -0.4 | -0.6
O=c1c2ccccc2nc(COc2ccccc2)n1/N=C/c1ccco1
→ -12.5 | 28.9% | 0.9% | -7.3% | 1.7 | -17.2% | -11.1% | 0.1 | -1.5
COc1ccc(OC)c(-c2cc(C(=O)N3CCCc4ccccc43)no2)c1
→ 24.7 | 12.4% | 22.2% | -19.9% | / | -16.5% | -2.1% | 0.7 | 19.6
CS(=O)(=O)N1CCC(C(=O)N2CCN(C(c3ccccc3)c3ccccc3)CC2)CC1
→ -3.4 | 7.5% | -4.5% | -0.5% | 0.8 | -16.3% | -23.4% | -0.8 | -2.9
N#Cc1cc(C(=O)c2cc(Cl)ccc2O)cn(-c2ccccc2)c1=O
→ 8.9 | 25.5% | -0.4% | -4.4% | -11.5 | 4.1% | 0.4% | 1.2 | 2.4
Cn1nc(-c2ccc(Cl)cc2)c2cc(C(=O)NCC3CCCO3)sc21 (stereo unspecified)
→ 36.1 | -10.7% | -7.2% | -4.0% | 0.6 | ? | -12.5% | -0.3 | 1.5
C[C@H](NC(=O)c1nc[nH]c1C(=O)NCc1ccc(CNC(=O)OC(C)(C)C)cc1)C(=O)OCc1ccccc1
→ 77.7 | -11.6% | -13.7% | -8.3% | 2.8 | 0.6% | 2.7% | -0.8 | 29.6
NC(=O)CN1CCN(C2CC(=O)N(CCc3ccccc3)C2=O)CC1 (stereo unspecified)
→ -16.0 | 9.0% | 8.5% | -2.5% | -2.3 | -1.0% | -19.6% | -0.3 | 1.7
FC(F)(F)c1cc(Cl)c2nc(-c3ccccc3)cn2c1
→ 4.3 | 12.8% | 0.4% | -12.8% | 2.3 | -13.7% | -1.3% | 0.3 | -5.7
O=C(COC(=O)C1=COCCO1)Nc1ccc(Br)cc1Br
→ 14.1 | -16.3% | 4.5% | 9.5% | -0.9 | 9.0% | -5.1% | 0.7 | 8.6
O=C(Nc1cccc(C(F)(F)F)c1)C1C2CC3OC(=O)C1C3C2 (stereo unspecified)
→ -21.3 | -7.5% | -3.1% | 2.7% | 14.8 | 4.3% | -0.6% | 2.2 | 1.7
CCCN1CCC(=O)N([C@H](CSc2ccccc2)c2ccccc2)CC1
→ ? | 1.4% | 18.6% | 7.8% | -3.4 | ? | ? | -0.6 | -63.9

An excerpt taken from the entries so far, as a working copy:
Below each compound: D3 antag | GLP1R cytotox | GLP-1R agonist | WRN inhibitor | PI5P4Ka inh | GLP1R inv ag | PLK1 PBD inh | IL2 activator | D3 ag
N#Cc1ccc(N2C(=O)[C@@H]3C(C(=O)c4cnccn4)=NN[C@@H]3C2=O)cc1
→ -8.3 | 5.6% | 0.0% | -0.8% | -13.2 | 0.8% | -8.6% | -1.3 | -22.9
Cc1nnc(C)n1/N=C/c1c(O)ccc2ccccc12
→ 15.9 | 5.1% | 6.1% | 3.8% | 9.7 | -18.0% | ? | 0.4 | 3.1
COc1ccc(S(=O)(=O)Nc2ccc3c(c2)n(C)c(=O)n3C)cc1OC
→ -5.6 | 2.7% | 22.5% | -5.7% | -2.2 | 103.1%[activator] | -12.4% | -0.4 | -1.8
CC(C)N(Cc1nc(-c2ccccc2)no1)C(=O)Cc1ccccc1
→ -4.3 | 5.5% | -3.6% | -3.4% | 5.8 | ? | -9.0% | -2.2 | 3.8

Carrying on.
Structure | D3 antag | GLP1R cytotox | GLP-1R agonist | WRN inhibitor | PI5P4Ka inh | GLP1R inv ag | PLK1 PBD inh | IL2 activator | D3 ag
O=C(CSc1nnc(C2CC2)n1-c1ccccc1)NCc1ccco1 | -0.7 | 0.1% | -6.9% | 11.7% | -8.8 | 3.9% | -10.2% | 0.1 | 2.8
COc1cc(=O)[nH]c(SC(C)C(=O)Nc2cc(C)on2)n1 (stereo unspecified) | -3.7 | -3.6% | 0.3% | 6.0% | -6.5 | 12.8% | -4.0% | 1.2 | -12.6
CC(C)Cc1cc(C(=O)Nc2cc(Br)ccc2O)no1 | -13.1 | -16.0% | -1.3% | -12.0% | 8.2 | ? | -4.6% | -2.2 | -3.4
CCOc1ccc(CCNC(=O)C(CC)n2nc(C)n3c(cc4sccc43)c2=O)cc1OCC (stereo unspecified) | -15.8 | -17.5% | 6.4% | 1.2% | / | -5.4% | -4.1% | -3.6 | -3.8
C=CCn1c(SCC(=O)NC2CCCCC2)nnc1C1CCCCC1 | -11.5 | 26.8% | -1.9% | 0.4% | -0.8 | ? | -7.2% | 0.3 | -10.2
COc1ccc(-c2ccc(CCC(=O)O)n2NC(N)=O)cc1 | -14.2 | 4.1% | -1.9% | -5.3% | -8.6 | 0.9% | -9.6% | -2.1 | -0.4
Fc1ccc(-c2n[nH]c(=S)c3ccccc23)cc1 | 10.2 | -5.0% | 6.4% | 0.8% | 2.0 | 1.4% | -11.6% | -0.2 | 4.3
CC(C)=C1SC(N2CCOCC2)=NC1=O | -7.5 | 1.6% | -1.6% | 6.6% | -5.3 | 10.5% | -11.9% | 1.8 | -5.2
CC(=O)c1c(C)[nH]c(C(=O)OC2CCCCC2=O)c1C (stereo unspecified) | 2.9 | -10.6% | 2.6% | 0.1%[57.1 µM] | 1.6 | 58.3%[activator] | -9.1% | -2.3 | 0.6
COc1ccc(-c2nn(-c3ccccc3)cc2C#N)cc1 | -5.4 | -4.5% | 10.2% | 0.9% | 1.3 | 95.8%[activator] | -0.1% | 3.6 | 2.5
CNC(=O)COc1ncnc2sccc12 | 9.4 | -0.3% | -0.3% | 1.0% | 0.1 | 0.0% | -18.6% | -2.0 | 3.3
CCNc1sc(C(=O)c2cccs2)c(N)c1-c1nc2ccccc2s1 | 0.0 | 16.6% | -2.1% | 2.4% | -8.8 | -3.5% | -11.6% | -0.4 | -2.7
CCCCN(C(=O)C1CC(=O)N(Cc2ccc(C)cc2)C1)c1c(N)n(CCCC)c(=O)[nH]c1=O (stereo unspecified) | 13.0 | 8.9% | -17.1% | 19.8% | -6.0 | 0.6% | -10.4% | -1.2 | 0.6
Cc1nn(CC(C)C)c(Cl)c1C(=O)N(C)CC(=O)Nc1c(Cl)cccc1Cl | 5.5 | -5.8% | 1.0% | -26.4% | 3.1 | -5.4% | -12.5% | 0.3 | -1.1
O=S(=O)(c1ccc(NC(=S)N2CCN(c3ccccc3F)CC2)cc1)N1CCOCC1 | -7.8 | -1.4% | 0.4% | -1.6%[57.1 µM] | 4.0 | ? | 18.9µM* | -1.2 | -0.7
CC(C)C(c1nnnn1Cc1ccccc1)N1CCN(Cc2ccco2)CC1 (stereo unspecified) | 3.7 | 1.8% | 3.5% | -35.6% | -10.2 | ? | -6.7% | 0.6 | -18.4
COC(=O)c1ccc(/C=C(\C#N)c2nc3ccccc3s2)cc1 | -13.3 | 8.1% | -8.0% | -8.8% | -5.5 | 7.3% | -9.9% | 0.1 | -13.4
O=C(Nc1ccccc1)c1ccc2ccccc2n1 | -1.3 | -0.5% | 4.4% | -4.7% | -5.1 | 12.2% | -10.2% | -0.2 | -5.7
CC1COc2ccccc2N1S(=O)(=O)c1cc(Cl)ccc1Cl (stereo unspecified) | -11.7 | 37.3%[activator] | 15.2% | 8.3% | 1.2 | ? | ? | 0.9 | -5.8
CCOC(=O)C(O)(CC(=O)Nc1ccc(Cl)cc1Cl)C(F)(F)F (stereo unspecified) | -0.3 | -9.5% | -11.2% | -5.0% | 1.1 | 0.0% | 1.1% | 2.5 | -0.6
COc1ccc(S(=O)(=O)N2CCCCC2)cc1NC(=O)Cc1c[nH]c2ccccc12 | -19.3 | -5.4%[1.53 µM] | -1.3% | ? | 1.1 | ? | 3.1% | -0.7 | -12.8
Cc1nn(S(=O)(=O)c2ccc(F)cc2)c(C)c1S(=O)(=O)N1CCCCCC1 | / | -11.8% | -0.3% | / | / | 13.5% | / | / | 8.9
CCN1C(=NCCOC)N[C@@H](CCc2ccccc2)[C@H](C(=O)OC)[C@H]1C | -2.7 | -5.6% | 5.5% | 3.8% | -12.4 | 3.7% | -6.3% | 1.6 | -28.5
O=C(CCc1ccccc1)NNC(=O)C1CCCCC1 | 21.2 | 9.1% | 3.6% | -4.9% | / | 20.4% | -7.8% | -0.1 | -7.1
